From PubChem
Smad3 inh: blocks human Smad3 binding to FoxH1 peptide; P84022; TR-FRET Smad3/Dy647-FoxH1 peptide binding, europium anti-His; inhibition, % at 25 µM; hit rate 0.29% among 88,000;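 active = compounds that reduce the energy-transfer binding signal between the protein and its labelled peptide by more than half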;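 note: 0% = Smad3 plus labelled peptide maximal FRET and 100% = peptide-only background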
HUVEC tox TNFa: toxic to HUVEC cells under TNF alpha stimulation; cell count reduction, % at 2 µM; hit rate 0.17% among 93,000; HUVEC TNFalpha-stimulated, Hoechst cell count, imaging;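 active = cell count reduction exceeding the screen mean by over 5 SD, scaled to untreated wells per plate, cut at about 78% in these data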;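 note: cells counted after 24 h of TNF alpha exposure following the 1 h pretreatment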
VCAM1 TNFa inh: reduces TNF alpha induced VCAM1 expression in HUVEC; HUVEC TNFa-induced VCAM-1 immunofluorescence, high-content imaging; inhibition, % at 2 µM; hit rate 0.48% among 95,000; AID 802;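 active = inhibition above the batch mean plus 3 SD, with images confirmed as a hit by eye, cut at about 37% in these data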;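 note: 0% = TNF-stimulated DMSO wells and 100% = unstimulated control wells; not every result past the cut was called active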
hDAT+cocaine: modulates human dopamine transporter uptake under cocaine | LLC-PK1 hDAT cells, [14C]-dopamine uptake with cocaine IC80; actives deviate in either direction | B-score at 10 µM | hit rate 1.3% among 110,000 | AID 449768;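 active = Z score or B-score, a plate-position-corrected score, falls beyond the plate's 99.7% confidence bounds, in either direction; inactive = both scores lie inside the 99.7% bounds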;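 note: scored against the spread of the other compound wells on the same plate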
MT1-MMP txn act: activates MT1-MMP transcription; HT1080 MT1-MMP promoter luciferase reporter, luminescence, overnight; hits give high values; activation factor at 10 µM; hit rate 0.16% among 86,000; AID 750;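 active = activation factor of at least 2 for MT1-MMP transcription at 10 µM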
PTPN22 inh 2: blocks human PTPN22 phosphatase activity; Q9Y2R2; recombinant LYP catalytic domain, DiFMUP fluorescence; inhibition, % at 2 µM; hit rate 0.21% among 96,000; AID 640;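 active = inhibition at 2 µM at or above a set limit, the screen mean plus 3 SD, cut at about 24% in these data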;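 note: 0% = DMSO with enzyme and 100% = enzyme fully blocked by orthovanadate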
Target sequence (Q9Y2R2 whole entry, looked up, the tested form may be a part): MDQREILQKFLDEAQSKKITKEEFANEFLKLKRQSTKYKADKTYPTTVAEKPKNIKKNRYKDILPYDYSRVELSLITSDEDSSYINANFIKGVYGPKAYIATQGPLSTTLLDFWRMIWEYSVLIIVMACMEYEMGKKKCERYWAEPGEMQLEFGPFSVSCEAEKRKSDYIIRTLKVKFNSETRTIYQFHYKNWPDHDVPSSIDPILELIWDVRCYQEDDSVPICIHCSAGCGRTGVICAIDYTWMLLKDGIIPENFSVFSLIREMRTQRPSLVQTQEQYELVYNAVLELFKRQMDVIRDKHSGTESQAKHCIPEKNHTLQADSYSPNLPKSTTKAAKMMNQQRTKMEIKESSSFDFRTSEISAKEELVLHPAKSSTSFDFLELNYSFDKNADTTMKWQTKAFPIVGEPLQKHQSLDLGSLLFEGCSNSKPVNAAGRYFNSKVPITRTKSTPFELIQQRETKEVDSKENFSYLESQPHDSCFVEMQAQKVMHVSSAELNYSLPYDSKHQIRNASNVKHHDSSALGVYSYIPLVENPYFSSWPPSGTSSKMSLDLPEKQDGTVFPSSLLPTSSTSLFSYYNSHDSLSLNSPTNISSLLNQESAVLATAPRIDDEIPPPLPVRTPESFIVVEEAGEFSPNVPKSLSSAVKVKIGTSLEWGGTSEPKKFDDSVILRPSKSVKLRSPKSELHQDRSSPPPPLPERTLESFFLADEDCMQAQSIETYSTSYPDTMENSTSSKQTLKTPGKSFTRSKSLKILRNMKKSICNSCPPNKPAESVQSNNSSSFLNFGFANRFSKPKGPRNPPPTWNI
F-actin modifier: alters cytoskeleton assembly in HUVEC cells; HUVEC TNFa F-actin phalloidin imaging, high content; inhibition, % at 2 µM; hit rate 0.18% among 91,000; AID 836;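 active = inhibition above the batch mean plus 3 SD and confirmed as a hit by visual image inspection, cut at about 30% in these data, passing the limit was not always enough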; note: strong numbers were not always called active
Candida biofilm: kills Candida albicans biofilms; C. albicans biofilm + clotrimazole, Alamar Blue; inhibition, % at 6 µM; hit rate 0.14% among 85,000;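 active = inhibition above 20%; inactive = inhibition below 20%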;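 note: preformed 24 hr biofilms exposed to compound for 48 hr; 0% = biofilm without compound and 100% = blank killed by clotrimazole plus chlorhexidine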
IL1B cytotox: HUVEC cytotoxicity counter-screen, IL-1B stimulated; hit rate 0.41% among 94,000; AID 845; cell count reduction, % at 2 µM; HUVEC cell count loss, Hoechst imaging;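 active = cell count reduction more than 3 SD above the screen-wide mean, cut at about 70% in these data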;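 note: normalized per plate to untreated control cells as the no-loss baseline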
Starred values were filed as active, the others as inactive; x = not tested or not shown; [ ] = another dose, or the depositor's remark.

SMILES	Smad3 inh	HUVEC tox TNFa	VCAM1 TNFa inh	hDAT+cocaine	MT1-MMP txn act	PTPN22 inh 2	F-actin modifier	Candida biofilm	IL1B cytotox
CC(=O)NCc1c(Cl)cccc1-n1cccc1	x	-11	-1	-0.083	x	5	30	x	-8
CC(C)Oc1ccc(CNC(=S)N/N=C/c2ccc([N+](=O)[O-])cc2)cc1	9	-19	2	1	1	6	7	4	7
CCOC(=O)C1CCCN(CCC(=O)Nc2ccc(C)cc2)C1 (stereo unspecified)	8	-5	-1	-0.75	1.2	-8	22	8	13
COC(=O)c1cc(OC)c(OC)cc1NC(=O)CN1CCOCC1	1	-10	0	-0.54	1.1	-4	24	-1	13
CC(C)NC(=O)c1ccc(Sc2ccccc2)c([N+](=O)[O-])c1	x	9	-12	0.19	x	-10	-23	x	-3
Cc1cccc(C)c1NC(=O)C1CCCN(CCCc2ccccc2)C1 (stereo unspecified)	-13	9	30	0.8	1	8	-5	0	18
CCOc1ccc(CCNC(=O)C2CCC(=O)N2CCc2ccccc2)cc1OCC (stereo unspecified)	4	14	19	0.052	1.1	6	5	0	2
Oc1ccccc1CNc1ncc(Br)cc1Br	2	3	-1	-0.023	1.3	3	-24	5	-3
CC(=O)Nc1ccc(S(=O)(=O)N2CCCC2C(=O)O)cc1 (stereo unspecified)	-1	-73	-26	-0.11	1	-7	7	4	-18
C[C@H](NC(=O)OC(C)(C)C)c1nnc(SCC(=O)c2ccc(Cl)cc2)o1	4	-7	-38	0.077	1	12	12	1	10
COc1cccc(CN2C(=O)CCC2(C)C(=O)NC2CCCCC2)c1 (stereo unspecified)	-1	x	x	0.19	1	x	x	6	x
Cc1nc(NC(=S)NC(=O)c2cccs2)sc1C(=O)N(C)C	x	-12	-1	0.25	x	10	28	x	10
COCCCNC(=O)Cn1ncc2c(=O)oc3ccccc3c21	x	-3	-1	-0.12	1.1	4	46	x	-1
COC(=O)COc1cc(C)cc2oc(=O)c(CC(=O)OC)c(C)c12	2	6	-8	-0.69	1.2	0	-5	7	2
Cc1nc(-c2cccc(NS(=O)(=O)c3ccc4ccccc4c3)c2)cs1	-4	-5	7	0.35	1.2	4	-15	4	-6
C#CCOC(=O)Nc1cccn(Cc2c(Cl)cccc2Cl)c1=O	x	-11	7	0.62	x	10	18	x	1
CCCCN(CCCC)c1nc(OC)nc(-n2nnc(C(C)=O)c2C)n1	-2	-9	14	1.9	1.1	6	-6	0	-6
O=C(COc1ccccc1)Nc1nccs1	-2	4	-12	0.0018	1.3	8	-5	-2	28
Cc1ccc(S(=O)(=O)/N=C(\N)Nc2nc(C)c3cc(C)ccc3n2)cc1	x	-1	2	-0.23	x	0	-4	x	1
CCOC(=O)CNC(=O)COc1ccc(Cl)cc1Br	7[fluorescence artefact?]	-8	-2	-0.76	0.9	6	17	-2	-18
CCOC(=O)N1CCN(C(=O)CSCc2nc(-c3ccccc3F)oc2C)CC1	-4	-21	29	0.75	1	-27	x	x	-43
O=C(C1CCN(S(=O)(=O)Cc2ccccc2)CC1)N1CCCc2ccccc21	5	-16	0	-0.091	1.2	-2	-2	7	-18
Cc1cc(N=Cc2c(O)ccc3ccccc23)no1	41	33	14	-2.1	1.1	-7	-13	-1	7
CC(C)C(NC(=O)c1ccc2c(c1)OCO2)C(=O)N/N=C\c1ccco1 (stereo unspecified)	x	-16	-2	-0.85	x	2	10	x	-38
O=C(N/C=C/c1ccccc1)Nc1ccc(Cl)cc1	x	-39	-3	-0.13	x	-5	13	x	3
CC(C)c1ccc(Nc2nc(NCc3ccco3)nc(N3CCOCC3)n2)cc1	x	-11	-13	-0.21	1.2	0	18	x	-28
Cc1nnc(NC(=O)Nc2ccc(Cl)c(Cl)c2)s1	x	-12	-13	-0.31	x	24*	1	x	-1
Cn1c(=O)c2c(nc(NCCNC(=O)c3ccco3)n2Cc2ccccc2Cl)n(C)c1=O	-2	-5	8	-0.45	1.1	-16	-5	11	8
O=C(Nc1ccccc1Cl)NC1(C(=O)N2CCCCC2)CCCCC1	-3	6	-24	-1.1	1.1	2	-3	3	-7
CSc1nnc2n(Cc3ccccc3)c(=O)c3c4c(sc3n12)COC(C(C)C)C4 (stereo unspecified)	12	4	5	x	1.2	12	-18	1	-114

Single records, as listed above. Order of values: Smad3 inh | HUVEC tox TNFa | VCAM1 TNFa inh | hDAT+cocaine | MT1-MMP txn act | PTPN22 inh 2 | F-actin modifier | Candida biofilm | IL1B cytotox
Cc1ccc(S(=O)(=O)/N=C(\N)Nc2nc(C)c3cc(C)ccc3n2)cc1 in the list: x | -1 | 2 | -0.23 | x | 0 | -4 | x | 1
CSc1nnc2n(Cc3ccccc3)c(=O)c3c4c(sc3n12)COC(C(C)C)C4 (stereo unspecified) in the list: 12 | 4 | 5 | x | 1.2 | 12 | -18 | 1 | -114

Structures listed so far marked active in PTPN22 inh 2:
SMILES,Smad3 inh,VCAM1 TNFa inh,hDAT+cocaine,MT1-MMP txn act,PTPN22 inh 2,F-actin modifier
Cc1nnc(NC(=O)Nc2ccc(Cl)c(Cl)c2)s1,x,-13,-0.31,x,24*,1

2 entries picked at random from those above:
SMILES	Smad3 inh	HUVEC tox TNFa	VCAM1 TNFa inh	hDAT+cocaine	MT1-MMP txn act	PTPN22 inh 2	F-actin modifier	Candida biofilm	IL1B cytotox
CC(C)C(NC(=O)c1ccc2c(c1)OCO2)C(=O)N/N=C\c1ccco1 (stereo unspecified)	x	-16	-2	-0.85	x	2	10	x	-38
O=C(COc1ccccc1)Nc1nccs1	-2	4	-12	0.0018	1.3	8	-5	-2	28

3 consecutive compounds already listed, for reference:
SMILES	Smad3 inh	HUVEC tox TNFa	VCAM1 TNFa inh	hDAT+cocaine	MT1-MMP txn act	PTPN22 inh 2	F-actin modifier	Candida biofilm	IL1B cytotox
Cc1ccc(S(=O)(=O)/N=C(\N)Nc2nc(C)c3cc(C)ccc3n2)cc1	x	-1	2	-0.23	x	0	-4	x	1
CCOC(=O)CNC(=O)COc1ccc(Cl)cc1Br	7[fluorescence artefact?]	-8	-2	-0.76	0.9	6	17	-2	-18
CCOC(=O)N1CCN(C(=O)CSCc2nc(-c3ccccc3F)oc2C)CC1	-4	-21	29	0.75	1	-27	x	x	-43

Later entries:
SMILES	Smad3 inh	HUVEC tox TNFa	VCAM1 TNFa inh	hDAT+cocaine	MT1-MMP txn act	PTPN22 inh 2	F-actin modifier	Candida biofilm	IL1B cytotox
O=C(Nc1c(Cl)cc(Cl)cc1C(=O)NCC1CCCO1)c1ccco1 (stereo unspecified)	x	-10	1	-0.59	1	6	34	x	8
COC(=O)c1ccccc1NC(=O)c1ccccc1NS(C)(=O)=O	12	4	31	0.69	1	-16	9	10	-12
Cc1nnc(SCCn2c(N3CCN(C)CC3)nc3c2c(=O)n(C)c(=O)n3C)s1	-10	-15	-8	-0.59	1	2	3	-2	11
CCN(C(=O)c1cc(Cl)ccc1OC)c1ccccc1C	4	x	2	-0.34	1.2	-16	2	2	-16
CCCn1nnnc1SCC(=O)NCc1ccc2c(c1)OCO2	-4	6	-15	0.098	1.1	-4	-8	-3	17
CCN(CC)CCNS(=O)(=O)c1ccc(OC)c(Br)c1	x	-15	4	0.32	x	0	1	x	-14
COc1ccc(C(=O)NCC(=O)Nc2ccccc2)cc1OC	4	-25	-3	0.64	1	3	14	3	-1
N#Cc1nc(Cc2ccccc2)oc1N1CCN(c2cccc(Cl)c2)CC1	-18	-11	-18	-0.93	1.1	0	-29	-1	3
CSCSC1=C(C#N)C(c2ccccc2Cl)C(C(C)=O)=C(C)N1 (stereo unspecified)	-4	-42	13	-0.37	1.1	-1	4	-3	-21
O=C1C2CCCN2C(c2cccs2)N1c1ccc(Cl)cc1 (stereo unspecified)	2	0	18	0.33	1.4	0	-1	5	-10
COc1ccc(Cn2c(=O)[nH]c3cc(C(=O)NCCCN4CCCCC4)ccc3c2=O)cc1	6	-5	-11	1.2	1	0	8	-1	1
O=C(Nc1cccc2ccccc12)N1CC=CCC1	6	-12	1	0.69	1	4	x	7	7
Cn1cc(C(=O)N2CCN(C(=O)c3ccco3)CC2)c2c3ccccc3n(C)c2c1=O	x	-20	-8	-0.43	1	-3	9	x	-5
Cc1cccc2[nH]c(-c3ccc(NC(=O)c4ccco4)cc3)nc12	-8	3	15	-0.0065	1.9	1	-4	8	19
COc1ccc(C(=O)c2ccccc2Cl)cc1	5	11	25	0.54	1.2	6	x	3	-12
O=C(NCCCN1CCOCC1)c1c(O)c2cc(Br)cc(Br)c2[nH]c1=O	4	-27	-15	x	1.2	-8	1	-3	-14
Nc1nc(CN2CCN(Cc3ccccc3)CC2)nc(Nc2ccccc2)n1	-9	-25	6	0.69	1	12	-9	3	5
COc1c(O)cccc1-c1nnn(CCC(=O)OCC(=O)c2ccccc2)n1	-1	-34	11	-1	1.1	-8	3	2	0
Oc1ccc(/C=N/Nc2cc(N3CCCC3)nc(N3CCCC3)n2)cc1	x	3	-12	-0.62	x	9	10	x	-88
COc1ccc(NC(=O)CN(c2cc(C)cc(C)c2)S(=O)(=O)c2c(C)n[nH]c2C)cc1	1	-21	19	-0.95	1	-2	-2	10	-10
CN1CC(c2ccccn2)C2(SC(=S)N(Cc3ccccc3)C2=O)C12C(=O)Nc1ccccc12 (stereo unspecified)	-6	-17	4	-0.091	1.1	8	49	7	-19
Cc1cc(C)nc(NC(=NCc2ccc3c(c2)OCO3)NC(=O)Nc2ccccc2)n1	24[fluorescence artefact?]	-25	-5	-0.39	1	-8	21	4	-57
COCCn1nnnc1CN1CCN2CCCC2C1 (stereo unspecified)	1	x	x	-0.25	1.2	-3	x	-1	x
Cc1cccc(N(C(=O)Cn2nnc3ccccc32)C(C(=O)NC(C)(C)C)c2ccsc2)c1 (stereo unspecified)	x	-13	3	1.5	x	1	24	x	-44
N#Cc1ccc(COC(=O)Cn2nnc(-c3ccccc3)n2)cc1	10[fluorescence artefact?]	10	27	-0.88	1.2	14	-8	6	x
COc1ccc(-n2c(Cc3cccn3C)nnc2SCC(=O)NC2CCCCC2)cc1	12	x	x	0.88	1.1	x	x	64*	x
COc1cccc(/C=N/NC(=O)C(=O)NCc2cccnc2)c1	x	-17	4	0.86	x	8	1	x	0
COc1cc(-c2nc3cnccn3c2Nc2c(C)cccc2C)ccc1O	19	-24	8	-1.6	1.1	8	17	8	-45
COc1ccc(S(=O)(=O)N2CCCC(C(=O)NCc3ccco3)C2)cc1Cl (stereo unspecified)	-4	13	11	0.31	1	-17	-15	-3	-37
Cc1ccc(C)c(OCC(O)CN2CCC(C)CC2)c1C (stereo unspecified)	4	-28	14	0.47	1.2	-7	-4	1	22
Cc1cc(C)n(/N=C/c2c[nH]c3ccccc23)c(=O)c1C#N	13	3	-1	0.32	1.2	-32	-6	5	-10
CC(=O)Nc1c2c3c(cccc3n(C)c1=O)C(=O)c1ccccc1-2	7	-28	6	-0.00014	1.1	-6	x	4	-76
CCOC(=O)c1ccc(NC(=O)CN(C)S(=O)(=O)c2ccc(OC)cc2)cc1	5	-32	0	0.45	1	2	10	4	-34
NS(=O)(=O)c1ccc(NC(=O)c2ccccc2Cl)cc1	1	7	2	-0.036	1.1	-6	-1	2	10
O=C(c1cc(-c2cccs2)on1)N1CCN(C(c2ccccc2)c2ccccc2)CC1	9	-8	11	1.4	x	10	x	-1	16
Fc1ccc(-c2nnc(Cc3nnc(-c4ccc(F)cc4)o3)o2)cc1	3	x	x	-0.097	1	x	x	3	x

An excerpt; rates above refer to the full screens.
